# TWEAK Fn14 block: inhibitors of TWEAK-Fn14 interaction signaling; TWEAK-stimulated Fn14 reporter cells, luciferase luminescence, 8 h; inhibition, % at 10 µM; 2% of 360,000 active; AID 1159606; in the data active = inhibition above about 50%
# SRC2 inh: inhibits human steroid receptor coactivator 2; 0.17% of 370,000 active; inhibition, % at 9 µM; HEK293 GAL4-SRC2 luciferase reporter, luminescence; AID 651957; Q15596;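 active = inhibition above the mean inhibition of all tested compounds plus 3 SD, set per campaign, cut at about 52% in these data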;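 also: 0% = DMSO treated cells and 100% = cells given Gossypol at 36 µM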
# LMP1 NFkB inh: inhibitors of Epstein-Barr LMP1-induced NF-kappaB reporter | LMP1-induced NF-kappaB luciferase reporter cells, luminescence | inhibition, % at 12.5 µM | 0.69% of 350,000 active | AID 504558; in the data active = inhibition above about 41%;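 also: 0% = neutral control wells and 100% = reference inhibitor control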
# COUP-TFII inh: inhibitors of human COUP-TFII (NR2F2). 0.7% of 370,000 active. AID 686940. inhibition, % at 8.6 µM. HEK293T NGFI-A luciferase reporter, luminescence;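 active = inhibition above a per-plate cutoff, mean inhibition of test wells between control levels plus 3 SD, cut at about 38% in these data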;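 also: cells cotransfected with COUP-TFII expression vector driving the NGFI-A reporter; 0% = median of COUP-TF2 test wells and 100% = reporter-only cells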
# NOD2-RIPK2 inh: blocks binding of human NOD2 to RIPK2 | O43353 | CHO BLA complementation NOD2-RIPK2, CCF4 ratio | inhibition, % at 4.98 µM | 0.38% of 360,000 active; in the data active = inhibition above about 21%;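 also: 0% = vehicle only and 100% = reference blocker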
# Target sequence (O43353 whole entry, looked up): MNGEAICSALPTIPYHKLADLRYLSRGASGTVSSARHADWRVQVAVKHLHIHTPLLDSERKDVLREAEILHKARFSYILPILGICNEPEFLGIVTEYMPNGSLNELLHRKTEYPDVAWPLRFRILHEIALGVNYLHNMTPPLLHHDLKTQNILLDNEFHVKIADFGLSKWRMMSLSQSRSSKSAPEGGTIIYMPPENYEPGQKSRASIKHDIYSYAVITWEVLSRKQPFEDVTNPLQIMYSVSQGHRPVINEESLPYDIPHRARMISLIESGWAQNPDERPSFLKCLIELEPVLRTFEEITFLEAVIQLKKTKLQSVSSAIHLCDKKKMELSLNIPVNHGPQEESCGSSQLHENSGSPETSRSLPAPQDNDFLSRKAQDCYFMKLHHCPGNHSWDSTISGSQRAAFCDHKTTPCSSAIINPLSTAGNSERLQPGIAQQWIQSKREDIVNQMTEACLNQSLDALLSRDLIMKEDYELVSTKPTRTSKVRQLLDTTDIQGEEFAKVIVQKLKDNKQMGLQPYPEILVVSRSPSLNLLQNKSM
# TRAIL sens C8: sensitizes caspase-8 expressing cells to TRAIL. NB7+C8 cells + TRAIL, ATPlite viability luminescence. inhibition (viability loss, TRAIL sensitization), % at 10 µM. 1% of 360,000 active. AID 624354;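 active = compounds causing at least 50% loss of cell viability in the single-dose screen, relative to plate controls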
# NCOA3 inh: inhibitors of human steroid receptor coactivator 3 (SRC3); Q9Y6Q9; HEK293 GAL4-SRC3 luciferase reporter, luminescence; inhibition, % at 3.6 µM; 0.17% of 360,000 active;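 active = inhibition above a per-campaign cutoff, the mean of all compounds plus 3 SD, cut at about 60% in these data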;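 also: 0% = DMSO-treated cells and 100% = gossypol-treated cells at 36 µM; higher means less SRC3-driven luciferase light from the GAL4 reporter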
# TLR9-MyD88 block: blocks human TLR9 binding to MyD88; AID 504734; 0.21% of 340,000 active; Q9NR96+Q99836; inhibition, % at 4.98 µM; CHO BLA complementation TLR9-MyD88, CCF4 FRET ratio;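 active = inhibition above the mean over all tested compounds plus 3 SD, cut at about 21% in these data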;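 also: 0% = DMSO only wells and 100% = clavulanate BLA inhibitor control wells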
# SRC1 inh: inhibitors of human steroid receptor coactivator 1 (SRC1). Q15788. HEK293 GAL4-SRC1 luciferase reporter, luminescence. inhibition, % at 3.6 µM. AID 588354. 0.12% of 360,000 active;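 active = inhibition above the campaign mean plus 3 SD, with each screening campaign given its own cutoff, cut at about 60% in these data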;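 also: 0% = DMSO treated cells and 100% = gossypol at 36 µM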
# TROY signal inh: inhibitors of TROY-dependent NF-kB signaling. Q293 LMP1-TROYcd NF-kB luciferase reporter, 4 h. inhibition, % at 10 µM. 0.98% of 360,000 active. AID 1347056;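 active = compounds whose plate-normalised and pattern-corrected inhibition of the luciferase reporter signal at the single screening dose is 50% or more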
# LRH-1 inv ag: NR5A2 inverse agonism in reporter assay; inhibition, % at 3.6 µM; HEK293T StAR-luciferase reporter, LRH-1 transfected, 24 h; 0.13% of 360,000 active; AID 602396; O00482;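 active = inhibition above the mean inhibition of all tested compounds plus 3 SD, cut at about 73% in these data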;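 also: 0% = DMSO wells and 100% = reporter-only cells lacking LRH-1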
# Target sequence (O00482 whole entry, looked up): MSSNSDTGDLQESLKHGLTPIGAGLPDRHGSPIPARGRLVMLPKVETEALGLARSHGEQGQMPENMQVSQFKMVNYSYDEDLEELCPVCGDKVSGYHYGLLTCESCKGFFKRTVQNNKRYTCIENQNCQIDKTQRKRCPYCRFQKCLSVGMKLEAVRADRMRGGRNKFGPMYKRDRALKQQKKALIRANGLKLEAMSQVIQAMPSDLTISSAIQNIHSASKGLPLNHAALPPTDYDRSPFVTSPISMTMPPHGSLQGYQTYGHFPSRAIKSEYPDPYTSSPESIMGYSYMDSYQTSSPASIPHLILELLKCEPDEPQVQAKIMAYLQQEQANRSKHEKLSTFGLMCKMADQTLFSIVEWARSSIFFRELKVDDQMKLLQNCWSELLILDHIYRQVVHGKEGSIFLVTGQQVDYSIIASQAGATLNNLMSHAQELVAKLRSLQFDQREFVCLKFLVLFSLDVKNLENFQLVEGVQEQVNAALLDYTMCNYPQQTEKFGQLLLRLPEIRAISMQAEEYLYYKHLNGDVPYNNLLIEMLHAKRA
# The depositor's hits bear a star; nt = not tested or not shown. This is a subset; count on the stated rates, not on these rows.
SMILES,TWEAK Fn14 block,SRC2 inh,LMP1 NFkB inh,COUP-TFII inh,NOD2-RIPK2 inh,TRAIL sens C8,NCOA3 inh,TLR9-MyD88 block,SRC1 inh,TROY signal inh,LRH-1 inv ag
CCC1(C)C(Nc2c(C)cccc2C)=NC(=S)N1c1ccc(NC(C)=O)cc1 (centres undefined),33,7,2,9,2,-7,24,3,20,1,-10
CSCCC(NC(=O)C12CC3CC(CC(C3)C1)C2)C(=O)OCC(=O)c1ccccc1 (centres undefined),1,-9,1,3,-6,7,9,6,-6,-7,4
COCc1c(C(=O)OCC(=O)N2CCCC2=O)oc2ccccc12,-9,15,-3,9,-5,4,11,1,-31,5,22
O=C(CCC(=O)N1CCN(C(=O)c2ccco2)CC1)c1ccc(F)cc1,-15,-24,-1,0,-7,2,-10,-4,-6,-16,-3
COc1cc(CCC(=O)OCC(=O)Nc2ccccc2OC(F)F)cc(OC)c1OC,-10,-29,-2,-11,-1,-3,2,10,16,-8,0
CCCCC[C@@H](O)c1cc2ccccc2c(=O)o1,-7,-33,-5,-28,-2,-1,-46,-6,-59,-62,-51
CCC(C)NC(=O)c1n[nH]c(=O)c2ccccc12 (centres undefined),-9,-29,5,-9,4,-2,-3,3,-12,-4,1
COc1cccc(C2C3CN(C)CC=C3C(C#N)=C(N)C2(C#N)C#N)c1OC (centres undefined),16,3,0,-4,8,-6,3,7,-2,2,-2
O=C(CCc1nnc(Cc2ccc3c(c2)OCO3)o1)N(CC1CCC1)CC1CCCO1 (centres undefined),-3,-4,-9,6,3,0,15,0,9,-6,11
CC1CCN(C(=O)CCN2C(=O)/C(=C/c3cccs3)SC2=S)CC1,39,-12,5,7,-3,21,9,0,10,-9,-5
CN(C)CCCNc1ncnc2sc(-c3ccccc3)cc12,-1,-8,-16,16,-22,2,17,5,-2,-3,2
C=C(C)n1c(=O)[nH]c2ccccc21,-10,-12,2,7,-15,-2,3,1,3,-11,9
COC(=O)c1ccccc1NC(=O)Cn1cnc2c1c(=O)n(C)c(=O)n2C,-1,-40,-1,1,3,7,20,-11,-20,16,-18
O=C(Cn1cc(C(=O)C2CC2)c2ccccc21)Nc1ccccc1Cl,19,-23,10,9,5,-11,6,-7,-26,6,11
CCCc1ccc(OCCNC(=O)c2ccccc2Br)cc1,-12,-24,-3,18,3,1,-15,-2,-5,0,3
O=C(c1cnc2nc3ccccc3n2c1)c1cc(F)ccc1O,28,-18,-27,0,-1,11,-28,-14,-23,-18,-30
COc1ccc(Cl)cc1NC(=S)Nc1cccc(C)c1,-22,-2,0,-6,3,18,7,-1,14,-42,15
COc1cccc(NC(=O)CCCCCN2C(=O)[C@@H]3Cc4ccccc4CN3C2=O)c1,-5,-12,-2,13,-8,-4,2,-6,13,-15,14
O=C(CC1C(=O)NCCN1Cc1cccc(Oc2ccccc2)c1)NCCCn1cccn1 (centres undefined),-7,-14,-6,-11,-3,-1,-6,-7,-5,5,6
Oc1ccc(-c2cccc(-c3ccc(O)cc3)n2)cc1,6,-22,-12,-36,2,-15,-27,5,-43,-75,-20
COc1ccc(S(=O)(=O)NC(CCSC)C(=O)NC2CCCCC2)cc1 (centres undefined),-5,13,1,9,-20,-13,27,-5,9,5,4
Cc1onc(-c2ccccc2)c1C(=O)Nc1ccc(-c2nnc3n2CCCCC3)cc1,4,-9,-2,8,6,-4,5,5,-10,5,22
COC(=O)c1sccc1NC(=O)CSc1ccccc1NS(=O)(=O)c1cc(Cl)ccc1Cl,14,-4,-3,5,-7,-12,12,-2,-13,51*,-2
COc1cccc(N/C(SC)=C(/C#N)C(=O)NCc2cccs2)c1,-23,-5,1,-10,-1,15,25,8,6,5,-1
Cc1ccc(S(=O)(=O)N[C@@H](Cc2ccccc2)C(=O)N2CCC(C(=O)N[C@@H](CC(C)C)C(=O)O)CC2)cc1,15,-17,-1,14,-6,-5,-28,11,-2,5,-1
CN(C)S(=O)(=O)c1ccc(Cl)c(C(=O)NCCNC(=O)c2cc(S(=O)(=O)N(C)C)ccc2Cl)c1,-9,7,71*,-5,3,-28,19,-1,6,-12,-13
CCOC(=O)c1c(NC(=O)Cn2cnc3scc(-c4ccc(C)cc4)c3c2=O)sc(C)c1C,0,-27,-4,8,-4,8,13,-5,5,-4,-2
Cc1ccccc1NS(=O)(=O)c1cc(C(=O)N2CCc3ccccc3C2)ccc1C,-15,-4,5,-1,7,27,-9,-7,-11,25,-20
CC(=O)Nc1ccc(-c2ccnc3c2CC(C)(C(=O)Nc2ccc(F)c(Cl)c2)O3)cc1 (centres undefined),-32,14,nt,13,12,-10,0,nt,-3,-10,-5
COc1ccc(-c2nc3n(n2)C(c2ccccc2)C2=C(CCCC2=O)N3)cc1OC (centres undefined),-23,-2,6,3,-10,-3,-6,-3,-18,-4,-5
O=C(OCn1ncc(Cl)c(Cl)c1=O)c1cccc(C(F)(F)F)c1,98*,nt,0,nt,48*,94*,-14,30*,-11,28,-4
CC1(C(=O)OCC(=O)Nc2nnc(-c3ccccc3)o2)CC1(Cl)Cl (centres undefined),-7,9,3,2,2,21,-4,1,-1,-3,-6
CC1(C(=O)NS(=O)(=O)C2CC2)CCN(C(=O)CSc2ccccc2)C1 (centres undefined),-19,6,nt,4,-9,-7,-4,nt,1,14,0
COc1cccc(NC(=O)C2CCCN(S(=O)(=O)c3cccc4nsnc34)C2)c1 (centres undefined),16,-3,4,4,3,-3,21,7,11,34,10
COc1ccc2nc(NCc3ccc(OC)c(OC)c3OC)sc2c1,-31,-17,4,2,-12,-3,-11,-2,-2,-26,-5
CCOC(=O)N1CCN(C(=O)CSc2nc(=O)n3ccccc3n2)CC1,-16,14,8,-13,-4,-6,-3,2,-15,10,5
COc1ccc(C(=O)C[n+]2cccc(C)c2C)cc1[N+](=O)[O-],9,7,-5,13,5,-3,5,-10,-18,-3,12
N#CC1(NC(=O)COC(=O)c2nc(Cl)c(Cl)c(N)c2Cl)CCCCC1,-18,11,0,-15,-2,-3,0,-4,-5,11,25
Cc1ccccc1S(=O)(=O)N1C[C@H]2CON(C)[C@H]2C[C@H]1c1cccc(-c2ccc(C#N)cc2)c1,0,10,2,-14,-4,11,5,3,9,-6,13
CN(C)S(=O)(=O)c1cccc(-c2cn3ccccc3n2)c1,-1,-8,2,2,-14,8,-17,-4,-15,-35,16
CCC(=O)Nc1ccc(S(=O)(=O)Nc2ccccn2)cc1,2,8,-3,10,-5,3,3,-5,-45,-3,8
O=C(CSc1ccc2c(c1)OCCO2)Nc1ccc2c(c1)OCO2,-5,nt,8,nt,2,-11,-13,5,-5,1,-18
COc1cccc(C(=O)NNC(=O)C(=O)Nc2ccc(C)c(Cl)c2)c1,8,8,2,4,-1,12,-8,3,8,14,5
COc1ccc(-c2nc3ccccc3s2)cc1NC(C)=O,-30,-60,-35,-50,-4,30,-118,-6,-109,-37,-135
COc1ccc(NS(=O)(=O)Cc2ccccc2Cl)cn1,10,4,2,-11,3,9,8,-3,1,6,4
CC1CN(C(=O)COC(=O)Cc2c(F)cccc2Cl)CC(C)O1 (centres undefined),10,0,-3,2,-4,0,3,-9,-42,-11,-2
CCOC(=O)C1(CCc2ccccc2)CCN(C(=O)C2CCCO2)CC1 (centres undefined),-20,-6,-17,10,-2,0,-19,-1,-4,-10,-13
C/C(=N\NC(=O)c1ccccc1-n1cccc1)C1CC1,9,5,-6,15,-10,14,10,6,11,-5,17
CCOc1ccccc1NC(=O)CSc1nnc(-c2ccncc2)o1,7,-6,-1,19,-5,12,-1,1,-9,15,0
O=C(NCC(c1ccco1)N1CCc2ccccc21)c1ccccc1Cl (centres undefined),-12,-29,5,20,3,-7,10,1,-12,-21,-7
Cc1ccc(CNC(=O)C2CCN(C(=O)c3cccc(Cl)c3)CC2)cc1,2,-29,-1,-17,-1,-27,5,-5,5,11,0
CCC(C)/C(C)=N/NC(=O)C1COc2ccccc2O1 (centres undefined),-16,-8,3,-12,4,1,-11,4,4,-20,10
COc1cccc(CNC(=O)Cn2ncc3c(=O)oc4ccccc4c32)c1,-3,12,2,13,1,3,13,3,11,24,11
Cc1c(C#N)c(O)[nH]c(=O)c1N=Nc1ccc(Cl)c(C(=O)O)c1,0,15,-14,-13,9,3,11,3,-8,-5,-16
O=C(Nc1ccncc1)C1CCN(S(=O)(=O)c2cccs2)CC1,-25,9,6,-25,-1,-8,-7,1,-1,12,-10
CCOP(=O)(OCC)c1nc(-c2ccc(F)cc2)oc1NCc1ccccc1,3,-9,8,7,-5,0,-9,3,-14,-4,7
COc1ccc(N2CCN(S(=O)(=O)c3ccc(-n4cnnn4)c(C)c3)CC2)cc1,21,-13,-8,3,-6,3,2,1,-8,1,-4
CC(=O)Nc1cc2c3c(c1)CC(=O)N3CCC2,4,-21,12,-3,10,19,-4,4,-10,10,14
COc1cc(C#N)c(N=C(SCC#N)N2CCOCC2)cc1OC,-4,1,3,15,-1,24,0,8,13,5,-6
CCOC(=O)Cc1csc(NS(=O)(=O)c2ccc3c4c(cccc24)C(=O)N3CC)n1,6,-19,-1,3,0,-21,4,0,14,14,22
# Further records follow.
SMILES,TWEAK Fn14 block,SRC2 inh,LMP1 NFkB inh,COUP-TFII inh,NOD2-RIPK2 inh,TRAIL sens C8,NCOA3 inh,TLR9-MyD88 block,SRC1 inh,TROY signal inh,LRH-1 inv ag
O=C(Nc1cccnc1)c1ccc(Oc2ccccc2)cc1,8,-65,-14,-36,2,29,-103,2,-103,-37,-124
COc1ccccc1NC(=O)Cn1cnc2sc(C(=O)NCc3ccco3)c(C)c2c1=O,12,-8,-1,-11,-1,-15,-18,-1,2,7,7
CSCCC(NC(=O)c1ccco1)C(=O)N1CCN(Cc2ccccc2)CC1 (centres undefined),1,14,-1,12,-5,-12,-23,4,10,-15,0
O=C(NC1CCCc2ccccc21)c1ccc([N+](=O)[O-])cc1 (centres undefined),-4,-29,-7,-16,3,7,1,0,-3,3,7
C/C(=N\NC(=O)C(c1ccccc1)c1ccccc1)c1ccc(O)cc1,4,-5,11,4,-4,-16,-22,9,7,-19,9
Cc1ccccc1C(=O)NCC(=O)OCCOc1ccc(C(C)C)c(C)c1,-7,15,-1,6,14,15,-3,-5,0,4,9
C=CCS(=O)(=O)c1cccc2cccnc12,-1,0,-6,-5,-6,-5,-33,11,-17,-15,-30
CCOC(=O)c1ccc[n+](C(C)C(=O)c2ccc(-c3ccccc3)cc2)c1 (centres undefined),-11,13,4,-6,-20,11,0,6,11,3,-5

# Records listed so far marked active in TLR9-MyD88 block.
Structure	TWEAK Fn14 block	SRC2 inh	LMP1 NFkB inh	COUP-TFII inh	NOD2-RIPK2 inh	NCOA3 inh	TLR9-MyD88 block	SRC1 inh	LRH-1 inv ag
O=C(OCn1ncc(Cl)c(Cl)c1=O)c1cccc(C(F)(F)F)c1	98*	nt	0	nt	48*	-14	30*	-11	-4

# Part of the list above, bar-delimited:
Molecule | TWEAK Fn14 block | SRC2 inh | LMP1 NFkB inh | COUP-TFII inh | NOD2-RIPK2 inh | TRAIL sens C8 | NCOA3 inh | TLR9-MyD88 block | SRC1 inh | TROY signal inh | LRH-1 inv ag
COC(=O)c1sccc1NC(=O)CSc1ccccc1NS(=O)(=O)c1cc(Cl)ccc1Cl | 14 | -4 | -3 | 5 | -7 | -12 | 12 | -2 | -13 | 51* | -2
O=C(OCn1ncc(Cl)c(Cl)c1=O)c1cccc(C(F)(F)F)c1 | 98* | nt | 0 | nt | 48* | 94* | -14 | 30* | -11 | 28 | -4

# Assay outcomes (PubChem BioAssay)
